RGS4 inh: blocks human RGS4-accelerated GTP hydrolysis | Transcreener GDP fluorescence polarization, RGS4-accelerated GTP hydrolysis | 390,000 tested, 0.039% active | P49798 | Potency, µM (doses to about 114 µM), for inactives: at the highest dose activity change, negative = inhibition, most hits filed as inhibitors | AID 504845; note: potency is the fitted concentration of half-maximal effect; % is set by controls: 0 for no effect and ±100 for the full control effect; nearly all actives have a fitted effect of over 75% in size; some results filed as inactive show a strong effect at the top dose
Target sequence (P49798 whole entry, looked up): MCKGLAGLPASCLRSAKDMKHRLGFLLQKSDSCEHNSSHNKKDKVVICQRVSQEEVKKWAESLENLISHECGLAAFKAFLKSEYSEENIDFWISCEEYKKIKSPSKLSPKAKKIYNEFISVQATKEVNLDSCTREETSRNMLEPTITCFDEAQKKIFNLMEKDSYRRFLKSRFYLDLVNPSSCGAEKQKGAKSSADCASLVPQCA
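MLSMR compounds (23 nl, pin-transferred) preincubated 10 min at room temperature with a 500nM (2x) first reagent, then RGS4 at 900nM (2x) plus Transcreener GDP mix added; fluorescence polarization (620/688 nm) read before and after 90 min at 30 °C.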
Glioma ERSR ind: induces the endoplasmic reticulum stress response in human glioma cells; 420,000 tested, 0.02% active; AID 602332; U87-MG GRP78 promoter luciferase reporter, 16 h; Potency, µM, without a hit: at the highest dose activation, usual class: activators; note: potency is the fitted concentration of half-maximal effect; series mostly up to about 76 µM; % of control where 0% means no effect; nearly all actives have a fitted effect of over 35% in size
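Stably transfected U87-MG human glioma cells carrying a GRP78-based luminescent sensor were seeded at 1000 cells/well, pin-dosed with compounds and incubated 16 h. Luciferase reagent was then added, and end-point luminescence was read after 10 min at room temperature.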
USP1 inh: inhibitors of human USP1/UAF1 deubiquitinase; recombinant USP1/UAF1, Ub-Rhodamine cleavage fluorescence; Potency, µM (titrated, usually from 57.1 µM), for inactives: at the highest dose activity change, negative = inhibition, actives largely listed as inhibitors; 390,000 tested, 0.23% active; note: potency is the fitted concentration of half-maximal effect; % is set by controls: 0 for no effect and ±100 for the full control effect; nearly all actives have a fitted effect of over 60% in size; inactives centre near -12
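1 nM enzyme complex + cpd, 15 min RT; start with Ub-Rho 150nM final; kinetic fluorescence ex 480/em 540, 6 reads q60 s. Buffer 50mM HEPES pH 7.8, 0.5mM EDTA, 0.1 mg/ml BSA, 1mM TCEP, 0.01% Tween-20.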
LDHA block: LDHA (human) enzyme inhibition | P00338 | purified LDHA, NADH/diaphorase-resazurin fluorescence; active compounds read low | activity change, % (values are at about 110 or 230 µM) | 480,000 tested, 0.15% active | AID 1347041; in the data active = activity change below about -30%; inconclusive = mostly about -25% to -30%;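 note: plate controls were DMSO wells for no effect and wells without enzyme for full effect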
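Human LDH5 (2 nM) was incubated with 0.06 mM NADH and 0.2 mM pyruvate for 5 min at room temperature in Tris pH 7.4. Remaining NADH was coupled through diaphorase/resazurin, and resorufin fluorescence was read at 0 and 20 min.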
IDH1 R132H inh: blocks human mutant IDH1 R132H enzyme | IDH1-R132H enzyme, NADPH consumption, diaphorase/resazurin fluorescence | Potency, µM (highest dose often 76.6 µM), inactives show top-dose activity change, negative = inhibition, usual class: inhibitors | 390,000 tested, 0.093% active | AID 602179; note: potency is the fitted concentration of half-maximal effect; % is set by controls: 0 for no effect and ±100 for the full control effect; nearly all actives have a fitted effect of over 65% in size
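IDH1-R132H (0.5 ug/mL) preincubated 30 min with compound, then NADPH (0.016 mM) and alpha-KG (2 mM) added; 80 min at RT, pH 7.5. Remaining NADPH coupled via diaphorase/resazurin to fluorescence (540/590 nm); concentration-response curves normalized to no-enzyme control.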
Vif-APOBEC3F blk: blocks the Vif interaction with APOBEC3F | Potency, µM (highest dose often 46.1 µM), for the others: at the top dose activity, negative = active | 390,000 tested, 0.2% active | HeLa A3F-eYFP + Vif (tagged APOBEC3F with the HIV-1 protein that degrades it), YFP fluorescence increase; note: potency is the fitted concentration of half-maximal effect; % of control where 0% means no effect; nearly all actives have a fitted effect of over 65% in size
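HeLa cells stably expressing Vif plus C-terminally eYFP-tagged A3F were seeded, incubated overnight at 37 deg C, dosed with compound, incubated overnight again at 37 deg C. Yellow fluorescence (Ex 488/Em 500-530) reported blocked Vif-mediated A3F-eYFP degradation.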
TrxR1 substrate: substrates of rat thioredoxin reductase 1. purified TrxR1 substrate turnover, NADPH consumption readout. Potency, µM (series often up to 114 µM), for the others: at the top dose activity change, negative = substrate turnover. 390,000 tested, 0.01% active. AID 588456; note: potency is the fitted concentration of half-maximal effect; % is set by controls: 0 for no effect and ±100 for the full control effect; nearly all actives have a fitted effect of over 50% in size
Target sequence (O89049 whole entry, looked up): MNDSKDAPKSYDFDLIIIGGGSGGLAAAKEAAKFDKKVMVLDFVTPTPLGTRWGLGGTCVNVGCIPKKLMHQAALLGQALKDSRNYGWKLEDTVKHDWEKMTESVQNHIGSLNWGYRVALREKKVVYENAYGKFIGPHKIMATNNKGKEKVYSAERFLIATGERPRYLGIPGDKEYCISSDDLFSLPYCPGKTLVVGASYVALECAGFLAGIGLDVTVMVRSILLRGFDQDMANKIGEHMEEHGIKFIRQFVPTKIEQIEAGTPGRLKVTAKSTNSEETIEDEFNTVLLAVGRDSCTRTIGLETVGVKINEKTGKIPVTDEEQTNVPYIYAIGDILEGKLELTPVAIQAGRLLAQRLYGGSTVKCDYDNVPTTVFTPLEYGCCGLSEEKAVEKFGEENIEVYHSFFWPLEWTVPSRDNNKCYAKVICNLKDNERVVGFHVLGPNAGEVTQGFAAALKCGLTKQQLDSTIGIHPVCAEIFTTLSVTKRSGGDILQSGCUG
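Rat TrxR1, dispensed at 90 nM, was prereduced with 400 uM NADPH (final) for 5 min at ~22 deg C, then incubated with compound 15 min before 400 uM selenite. A first-read NADPH fluorescence drop versus no-compound background flagged substrates.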
rTrxR1 inhibitor: rat TrxR1 inhibition; O89049; recombinant rTrxR1, NADPH fluorescence consumption, selenite substrate; Potency, µM (highest dose often 114 µM), for the others: at the highest dose activity change, negative = inhibition, actives largely listed as inhibitors; 390,000 tested, 1% active; AID 588453; note: potency is the fitted concentration of half-maximal effect; % is set by controls: 0 for no effect and ±100 for the full control effect; nearly all actives have a fitted effect of over 65% in size
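Rat TrxR1 (90 nM in the dispensed reagent) was pre-reduced with 400 uM NADPH for 5 min at room temperature, then incubated with compound for 15 min. After 400 uM selenite was added, NADPH fluorescence (Ex 340/Em 450 nm) was followed for 8 min.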
Vif-APOBEC3G blk: Vif-A3G binding inhibition | Q9HC16 | HeLa A3G-eYFP + Vif (tagged APOBEC3G with the HIV-1 protein that degrades it), YFP fluorescence, overnight | Potency, µM (doses to about 46.1 µM), for the others: top-dose activity, negative = active, usual class: inhibitors | 410,000 tested, 0.076% active | AID 602310;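 note: potency is the fitted concentration of half-maximal effect; % is set by controls: 0 for no effect and ±100 for the full control effect; nearly all actives have a fitted effect of over 60% in size; hits raise eYFP signal because A3G escapes Vif-driven loss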
Target sequence (Q9HC16 whole entry, looked up): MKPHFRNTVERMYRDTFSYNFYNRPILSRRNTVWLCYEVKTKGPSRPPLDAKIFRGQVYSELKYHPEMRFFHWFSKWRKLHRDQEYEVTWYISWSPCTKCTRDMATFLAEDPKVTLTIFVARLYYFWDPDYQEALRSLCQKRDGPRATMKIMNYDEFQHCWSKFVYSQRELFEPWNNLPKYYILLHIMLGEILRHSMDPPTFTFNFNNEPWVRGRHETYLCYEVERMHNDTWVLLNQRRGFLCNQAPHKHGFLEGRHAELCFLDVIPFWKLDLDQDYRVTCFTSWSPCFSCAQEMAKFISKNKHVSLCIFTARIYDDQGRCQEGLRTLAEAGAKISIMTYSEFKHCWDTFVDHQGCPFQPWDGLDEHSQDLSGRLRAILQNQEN
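Read-out is eYFP fluorescence (Ex 488/Em 500-530) from Vif-expressing HeLa A3G-eYFP cells; more signal means A3G escaped Vif-mediated degradation. Cells plated overnight, compound pinned in, incubated overnight at 37 deg C.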
* = called active by the depositor; ? = inconclusive; . = no result given; & = joins results of further samples; [ ] = remark or other dose. Unless noted, calls come from the whole dose curve; as a rule, active = well fitted curve in the direction sought with a large enough effect; inconclusive = small, poorly fitted or top-dose-only effect, or another doubt; inactive = no such curve, though single readings can be large; an effect the other way counts as inactive or inconclusive. A portion of the library, so the mix of outcomes need not match the whole.

SMILES	RGS4 inh	Glioma ERSR ind	USP1 inh	LDHA block	IDH1 R132H inh	Vif-APOBEC3F blk	TrxR1 substrate	rTrxR1 inhibitor	Vif-APOBEC3G blk
O=C(NC1CCCC1)c1cc2nc(-c3ccccc3)cc(-c3ccccc3)n2n1	6%	-5%	-17%	-12	-1%	12%	8%	7%	-3%
CCCc1ccc(-c2cc(N)n[nH]2)cc1	-18%	2%	-14%	1	6%	13%	-1%	18%	0%
Cc1noc(NS(=O)(=O)c2ccc(N3Cc4ccccc4C3=O)cc2)c1C	-24%	2%	-3%	-13	0%	-2%	-9%	-1%	0%
CSc1sc(C(=O)NN)c2c1C1(CCC2)SCCS1	-24%	-2%	-23%	0	-4%	7%	0%	13%	2%
COC(=O)Cc1ccc(NC(=O)C(c2ccccc2)c2ccccc2)cc1	-4%	-4%	-19%	-4	2%	0%	-7%	0%	-1%
CC(C)C(=O)Nc1ccnc(-c2cccnc2)n1	14%	-1%	-7%	-7	3%	1%	9%	26%	-5%
O=C(COC(=O)/C=C/c1cccc(C(F)(F)F)c1)Nc1ccc(Cl)cn1	0%	-5%	-17%	-4	4%	-10%	-1%	11%	1%
COc1ccccc1NCC(O)COc1ccc(C(C)(C)C)cc1 (stereo unspecified)	-4%	2%	-20%	-8	13%	9%	-3%[57.1 µM]	11%[57.1 µM]	-4%
CCc1nnc(NC(=O)CCS(=O)(=O)c2ccc(C)cc2)s1	24%	-3%	-11%	-15	-6%	-5%	2%	?	-13%
COc1ccc(/C=C/C(=O)OCC(=O)c2ccccc2F)cc1	-8%	2%	-14%	-1	5%	3%	-7%	-9%	-6%
Cc1ccc(C)c(-c2nn(-c3cc(N4CCN(CCO)CC4)ccc3[N+](=O)[O-])c(=O)c3ccccc23)c1	25%	-2%	13%	-3	-2%	6%	-9%	-13%	1%
COc1cccc(CN(C)C(=O)CNC(=O)c2ccc3c(c2)OCO3)c1OC	-3%	0%	-13%	2	3%	1%	17%	25%	0%
CCOC(=O)c1ccccc1NC(=O)COC(=O)CC(C)(C)CC1=NS(=O)(=O)c2ccccc2N1	-13%	-1%	-21%	3	11%	3%	5%[57.1 µM]	9%[57.1 µM]	-3%
COc1cccc(C(=O)NCc2ccc3c(c2)OCO3)c1OC	6%	1%	-22%	-7	1%	8%	9%[57.1 µM]	8%[57.1 µM]	0%
COc1ccc(C2C(C(=O)NCCCN3CCOCC3)c3ccccc3C(=O)N2c2ccc(OC)cc2)cc1 (stereo unspecified)	4%	-3%	-11%	-1	1%	-1%	4%	5%	-1%
NC(=O)CC(NC(=O)Cc1cccc2ccccc12)c1ccc(NCc2ccccc2)c([N+](=O)[O-])c1 (stereo unspecified)	5%	-1%	-15%	-12	11%	?	9%[57.1 µM]	14%[57.1 µM]	-6%
Cc1ccc(-c2ccnc3[nH]n(-c4ccccc4)c(=O)c23)cc1	7%	2%	0%	-1	0%	0%	1%	18%	1%
COc1ccc(C(=O)/C=C/c2ccccc2)c(OC)c1	13%	3%	-24%	-3	2%	-1%	5%[57.1 µM]	14%[57.1 µM]	?
CCC(C)NC(=O)CCc1c(C)nc2c(c(C)nn2-c2ccccc2)c1C (stereo unspecified)	45%	-4%	-7%	-3	7%	-10%	44%[activator]	3%	0%
Cc1nnc(SCCn2c(N(C)Cc3ccccc3)nc3c2c(=O)n(C)c(=O)n3C)s1	3%	-3%	-6%	-5	4%	-5%	5%	11%	-1%
O=C(CCCn1c(=O)[nH]c2ccsc2c1=O)N1CCN(c2cccc(C(F)(F)F)c2)CC1	-2%	-2%	-24%	-4	-4%	-6%	8%[2.29 µM]	6%	3%
Cc1cccc(C)c1-n1c(C)cc(/C=N\NC(=O)CC(=O)NC2CCCCC2)c1C	7%	-1%	-6%	-3	-7%	0%	-5%	6%	-12%
CC(C)n1nnnc1SCC(=O)c1ccc2c(c1)OCCO2	-43%[11.4 µM]	-10%	0%	2	4%	-3%	2%	9%	4%
Cn1c(=O)c2[nH]c(CCCCc3nc4ccccc4[nH]3)nc2n(C)c1=O	10%	-4%	-12%	-2	4%	3%	-4%[57.1 µM]	7%[57.1 µM]	-1%

2 successive compounds from above, quoted:
SMILES	RGS4 inh	Glioma ERSR ind	USP1 inh	LDHA block	IDH1 R132H inh	Vif-APOBEC3F blk	TrxR1 substrate	rTrxR1 inhibitor	Vif-APOBEC3G blk
Cc1nnc(SCCn2c(N(C)Cc3ccccc3)nc3c2c(=O)n(C)c(=O)n3C)s1	3%	-3%	-6%	-5	4%	-5%	5%	11%	-1%
O=C(CCCn1c(=O)[nH]c2ccsc2c1=O)N1CCN(c2cccc(C(F)(F)F)c2)CC1	-2%	-2%	-24%	-4	-4%	-6%	8%[2.29 µM]	6%	3%

Additional entries:
SMILES	RGS4 inh	Glioma ERSR ind	USP1 inh	LDHA block	IDH1 R132H inh	Vif-APOBEC3F blk	TrxR1 substrate	rTrxR1 inhibitor	Vif-APOBEC3G blk
CCn1cc(C(=O)N2CCN(c3ccc(OC)cc3)CC2)c2cc(OC)c(OC)cc2c1=O	-1%&-1%	-1%&1%	?	-12&13	-2%&4%	-5%&-3%	9%&-1%	19%&3%	-4%&4%
CCOC(=O)c1sc(N2C(=O)c3oc4ccc(F)cc4c(=O)c3C2c2cccc(OC)c2)nc1C (stereo unspecified)	8%	-3%	1%	0	-26%	3%	-1%	1%	-1%
Cc1cc(O)c(-c2cc(C(=O)Nc3cccnc3)[nH]n2)cc1C	-1%	4%	-7%	-10	2%	-7%	4%	11%	-6%
CC(C)C[C@H](NC(=O)OC(C)(C)C)C(=O)N[C@@H](CO)[C@H](O)[C@@H]1C[C@@H]1C(=O)N1CCCC1	-7%	-4%	-7%	-5	25%	0%	1%	10%	2%
O=C(O)c1ccnc(Cl)c1	-32%	-7%	-18%	-10	-5%	-7%	6%	5%	1%
O=C(NCc1ccco1)c1scc2c1OCCO2	-24%	-4%	-7%	-5	7%	1%	-12%	?	-2%
COc1cc(S(=O)(=O)Nc2ccc(Br)cc2)ccc1N	3%	-7%	-10%	-1	-3%	-6%	5%	18%	-9%
O=C(COC(=O)CN1C(=O)C2CCCCC2C1=O)Nc1cc(F)ccc1F (stereo unspecified)	-12%	-2%	-18%	-3	9%	-3%	-5%	-2%	-4%
NC(=O)COc1ccc(=O)n(-c2ccccc2)n1	-5%	-4%	-18%	2	0%	-7%	11%[57.1 µM]	-6%[57.1 µM]	2%
Nc1nnc(SCC(=O)NNC(=O)c2ccccc2F)s1	-26%	3%	-1%	1	3%	0%	-11%[57.1 µM]	1%[2.29 µM]	-3%
Cc1cccc(CSc2nc3c(c(=O)[nH]2)CCCC3)c1	24%	-3%	-13%	-6	8%	1%	1%	11%	2%
COc1ccc(CCNC2CCc3ccccc3C2)cc1 (stereo unspecified)	25%	-3%	-12%	-5	-3%	3%	-2%	15%	-1%
Cc1ccc(C(=O)/C=C/NCc2ccc(F)cc2)cc1	-7%	3%	0%	-1	3%	-18%	-14%	-8%	0%
Cc1ccc(Nc2ccc(C(F)(F)F)cc2[N+](=O)[O-])cc1	1%	-4%	-15%	-2	4%	2%	-6%	1%	1%
Cc1ccc(CNC(=O)CSCc2ccccc2F)cc1	16%	1%	-22%	-2	4%	3%	-5%	-5%	-3%
Cc1sc2nc(SCc3ccc(C(=O)O)cc3)n(Cc3ccco3)c(=O)c2c1C	-31%	1%	-23%	-6	-21%	2%	-2%	29%[0.0914 µM]	3%
Cc1nn(C(C)C(=O)O)c(C)c1[N+](=O)[O-] (stereo unspecified)	-1%	-5%	-14%	-1	-1%	0%	-5%	-8%	5%
Cc1csc(-c2cnn(-c3ccccc3)c2NC(=O)c2ccccc2)n1	-11%[56.9 µM]	-1%	-14%	-3	6%	-5%	-8%	-10%	-4%
CCOc1cc(NC(=S)N2CCC(C(N)=O)CC2)c(C(=O)OC)cc1OCC	23%	-2%	-3%	-3	1%	-5%	-2%	8%	5%
CCOC(=O)COc1nc(-c2ccco2)cc(-c2ccco2)c1C#N	-15%	-2%	-11%	0	0%	2%	151%[activator][57.1 µM]	-2%[57.1 µM]	1%
Cc1ccsc1/C=C1\Oc2cc(O)ccc2C1=O	.	4%	0%	-3	-7%	?	.	.	0%
CC(=O)c1ccc(S(=O)(=O)N2CCN(C(=O)C3CCCC3)CC2)cc1	-6%	-1%	-2%	-3	11%	12%	-7%	22%[57.1 µM]	-5%
COc1ccc2[nH]c(=O)c(CN(CC3CCCO3)C(=O)Nc3ccccc3OC)cc2c1 (stereo unspecified)	11%	-7%	5%	-4	-3%	6%	21%[57.1 µM]	-13%[57.1 µM]	?
O=C(CCCOc1ccccc1)N1CCN(S(=O)(=O)c2cccs2)CC1	-10%	-2%	1%	-1	-1%	-11%	0%[57.1 µM]	2%[57.1 µM]	-7%
COc1ccc(C(C)n2c(C)c3c(C)nnc(C)c3c2C)cc1 (stereo unspecified)	1%&11%	-2%&-4%	?	8&4	2%&1%	-4%&0%	9%[57.1 µM]	16%[57.1 µM]	-1%&2%
CC(C)NC(=O)C1CCN(C2CCN(C(=O)C3=CCCC3)CC2)CC1	-11%	-4%	-26%	6	9%	1%	1%	13%	1%

Assay outcomes: PubChem BioAssay, National Center for Advancing Translational Sciences (NCATS)
